RGS4 inhibitor = inhibitors of human regulator of G protein signaling 4; Transcreener GDP fluorescence polarization, RGS4-accelerated GTP hydrolysis; Potency, µM (doses to about 114 µM), for inactives: at the top dose activity change, negative = inhibition, usual class: inhibitors; 0.039% of 390,000 active; AID 504845; also: potency is read from the fitted curve at half-maximal effect; % is scaled to controls: 0 for no effect and ±100 for the full control effect; nearly all actives have a fitted effect of over 75% in size; some results filed as inactive show a strong effect at the top dose
Target sequence (P49798 whole entry, looked up): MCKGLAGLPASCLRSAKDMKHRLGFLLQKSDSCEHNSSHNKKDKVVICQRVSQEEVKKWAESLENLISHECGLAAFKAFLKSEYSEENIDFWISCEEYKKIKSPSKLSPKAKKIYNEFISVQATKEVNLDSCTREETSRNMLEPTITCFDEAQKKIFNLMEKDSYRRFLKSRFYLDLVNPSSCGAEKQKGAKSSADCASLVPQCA
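MLSMR compounds (23 nl, pin-transferred) preincubated 10 min at room temperature with a 500nM (2x) first reagent, then RGS4 at 900nM (2x) plus Transcreener GDP mix added; fluorescence polarization (620/688 nm) read before and after 90 min at 30 °C.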
Glioma ERSR ind = inducers of ER stress response in human glioma cells; 0.02% of 420,000 active; Potency, µM, without a hit: top-dose activation, hits mostly activators; U87-MG GRP78 promoter luciferase reporter, 16 h; also: potency is read from the fitted curve at half-maximal effect; series mostly up to about 76 µM; % of control where 0% means no effect; nearly all actives have a fitted effect of over 35% in size
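ERSR induction read as luciferase luminescence (Bright-Glo, 10 min at room temperature) in stably transfected human U87-MG glioma cells exposed to compounds for 16 h, using GRP78 as sensor.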
TrxR1 substrate = rat thioredoxin reductase 1 substrate activity; O89049; purified TrxR1 substrate turnover, NADPH consumption readout; Potency, µM (series often up to 114 µM), without a hit: at the highest dose activity change, negative = substrate turnover; 0.01% of 390,000 active; also: potency is read from the fitted curve at half-maximal effect; % is scaled to controls: 0 for no effect and ±100 for the full control effect; nearly all actives have a fitted effect of over 50% in size
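Rat TrxR1, dispensed at 90 nM, was prereduced with 400 uM NADPH (final) for 5 min at ~22 deg C, then incubated with compound 15 min before 400 uM selenite. A first-read NADPH fluorescence drop versus no-compound background flagged substrates.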
mIDH1 inhibitor = inhibitors of human mutant IDH1 R132H; O75874; IDH1-R132H enzyme, NADPH consumption, diaphorase/resazurin fluorescence; Potency, µM (titrated, usually from 76.6 µM), inactives show at the highest dose activity change, negative = inhibition, most hits filed as inhibitors; 0.093% of 390,000 active; AID 602179; also: potency is read from the fitted curve at half-maximal effect; % is scaled to controls: 0 for no effect and ±100 for the full control effect; nearly all actives have a fitted effect of over 65% in size
Target sequence (O75874 whole entry R132H, stated change not applied): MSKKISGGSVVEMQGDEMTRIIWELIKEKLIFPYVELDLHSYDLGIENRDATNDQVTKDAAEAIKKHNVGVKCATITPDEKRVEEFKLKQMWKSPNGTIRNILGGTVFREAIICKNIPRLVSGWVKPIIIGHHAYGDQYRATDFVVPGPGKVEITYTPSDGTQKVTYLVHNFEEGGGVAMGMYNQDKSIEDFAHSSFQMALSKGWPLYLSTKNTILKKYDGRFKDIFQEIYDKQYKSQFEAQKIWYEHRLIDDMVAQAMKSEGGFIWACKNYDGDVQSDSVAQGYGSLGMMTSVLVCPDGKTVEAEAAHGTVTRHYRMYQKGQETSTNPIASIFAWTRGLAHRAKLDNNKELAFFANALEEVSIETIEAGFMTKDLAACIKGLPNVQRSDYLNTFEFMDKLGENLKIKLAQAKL
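IDH1-R132H (0.5 ug/mL) preincubated 30 min with compound, then NADPH (0.016 mM) and alpha-KG (2 mM) added; 80 min at RT, pH 7.5. Remaining NADPH coupled via diaphorase/resazurin to fluorescence (540/590 nm); concentration-response curves normalized to no-enzyme control.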
Vif-APOBEC3F blk = inhibitors of Vif-A3F interaction; HeLa A3F-eYFP + Vif (tagged APOBEC3F with the HIV-1 protein that degrades it), YFP fluorescence increase; Potency, µM (titrated, usually from 46.1 µM), inactives show top-dose activity, negative = active; 0.2% of 390,000 active; also: potency is read from the fitted curve at half-maximal effect; % of control where 0% means no effect; nearly all actives have a fitted effect of over 65% in size
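Fluorescence increase (Ex 488/Em 500-530) after overnight compound treatment at 37 deg C flags inhibition of Vif-driven A3F-eYFP loss in stable HeLa A3F-eYFP/Vif cells seeded overnight beforehand.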
USP1 inh = inhibitors of human USP1/UAF1 deubiquitinase | Potency, µM (doses to about 57.1 µM), for the others: at the top dose activity change, negative = inhibition, actives largely listed as inhibitors | recombinant USP1/UAF1, Ub-Rhodamine cleavage fluorescence | AID 743255 | 0.23% of 390,000 active | O94782; also: potency is read from the fitted curve at half-maximal effect; % is scaled to controls: 0 for no effect and ±100 for the full control effect; nearly all actives have a fitted effect of over 60% in size; inactives centre near -12
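High-throughput fluorogenic screen: 1nM USP1/UAF1 complex, Ub-Rho substrate 150nM final, 50mM HEPES pH 7.8 with 0.5mM EDTA, 0.1 mg/ml BSA, 1mM TCEP and 0.01% Tween-20.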
rTrxR1 inhibitor = inhibitors of rat thioredoxin reductase 1 | recombinant rTrxR1, NADPH fluorescence consumption, selenite substrate | Potency, µM (titrated, usually from 114 µM), without a hit: at the top dose activity change, negative = inhibition, usual class: inhibitors | 1% of 390,000 active | AID 588453; also: potency is read from the fitted curve at half-maximal effect; % is scaled to controls: 0 for no effect and ±100 for the full control effect; nearly all actives have a fitted effect of over 65% in size
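Rat TrxR1 (90 nM in the dispensed reagent) was pre-reduced with 400 uM NADPH for 5 min at room temperature, then incubated with compound for 15 min. After 400 uM selenite was added, NADPH fluorescence (Ex 340/Em 450 nm) was followed for 8 min.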
LDHA inh = inhibitors of human lactate dehydrogenase A; P00338; purified LDHA, NADH/diaphorase-resazurin fluorescence; stronger effect = lower value; activity change, % (values are at about 110 or 230 µM); 0.15% of 480,000 active; in the data active = activity change below about -30%; inconclusive = mostly about -25% to -30%;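 also: plate controls were DMSO wells for no effect and wells without enzyme for full effect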
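Resorufin fluorescence (ex540/em590), read at 0 and 20 min after diaphorase/resazurin addition, reports the NADH left after a 5 min room-temperature reaction of 2 nM human LDH5 with 0.06 mM NADH and 0.2 mM pyruvate.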
Vif-A3G inh = blocks the Vif interaction with human APOBEC3G; Q9HC16; HeLa A3G-eYFP + Vif (tagged APOBEC3G with the HIV-1 protein that degrades it), YFP fluorescence, overnight; Potency, µM (titrated, usually from 46.1 µM), without a hit: at the highest dose activity, negative = active, usual class: inhibitors; 0.076% of 410,000 active; AID 602310;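 also: potency is read from the fitted curve at half-maximal effect; % is scaled to controls: 0 for no effect and ±100 for the full control effect; nearly all actives have a fitted effect of over 60% in size; hits raise eYFP signal because A3G escapes Vif-driven loss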
Target sequence (Q9HC16 whole entry, looked up): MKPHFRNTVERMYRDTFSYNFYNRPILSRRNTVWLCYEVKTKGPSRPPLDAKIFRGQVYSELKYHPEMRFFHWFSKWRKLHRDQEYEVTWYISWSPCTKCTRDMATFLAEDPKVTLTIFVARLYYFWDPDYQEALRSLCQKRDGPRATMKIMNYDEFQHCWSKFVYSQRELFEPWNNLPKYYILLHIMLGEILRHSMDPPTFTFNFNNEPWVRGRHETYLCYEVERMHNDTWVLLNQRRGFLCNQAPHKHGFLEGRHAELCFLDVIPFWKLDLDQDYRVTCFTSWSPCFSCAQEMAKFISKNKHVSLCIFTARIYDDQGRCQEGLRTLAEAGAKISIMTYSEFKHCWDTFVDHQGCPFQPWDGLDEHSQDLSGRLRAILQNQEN
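Read-out is eYFP fluorescence (Ex 488/Em 500-530) from Vif-expressing HeLa A3G-eYFP cells; more signal means A3G escaped Vif-mediated degradation. Cells plated overnight, compound pinned in, incubated overnight at 37 deg C.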
The depositor's hits bear a star; u = inconclusive; x = no result given; & = joins results of further samples; [ ] = another dose, or the depositor's remark. Unless noted, calls follow the shape of the dose curve; as a rule, active = well fitted curve in the direction sought with a large enough effect; inconclusive = small, poorly fitted or top-dose-only effect, or another doubt; inactive = no such curve, though single readings can be large; an effect the other way counts as inactive or inconclusive. Only part of the results is shown. The share of hits here may be higher or lower than overall.

SMILES | RGS4 inhibitor | Glioma ERSR ind | TrxR1 substrate | mIDH1 inhibitor | Vif-APOBEC3F blk | USP1 inh | rTrxR1 inhibitor | LDHA inh | Vif-A3G inh
Cc1cc2c(cc1S(=O)(=O)CCC(=O)NCCc1ccccc1)OCC(=O)N2 | -15%&3% | -2%&-3% | 3%[57.1 µM] | 9%&6% | 5%&0% | -22%&-27% | 9%[57.1 µM] | 0&-5 | 2%&3%
Cc1ccccc1-n1nc2c(c1NC(=O)CC(C)C)CS(=O)C2 (stereo unspecified) | 1% | -3% | 3% | -8% | 2% | -27% | 8% | -5 | 0%
Cc1[nH]c(=O)c(C#N)c(C)c1CCC(=O)N(C)CC(=O)Nc1ccc(Cl)c(Cl)c1 | -11% | -3% | -4%[57.1 µM] | 3% | 12% | -14% | -9%[57.1 µM] | 2 | 0%
CNS(=O)(=O)c1cccc(C(=O)OCC(=O)Nc2ccc(N3CCCCC3)cc2)c1 | -3% | 2% | -14% | 5% | -1% | 1% | -10% | 0 | 1%
CCOc1ccc(NC(=O)C(=O)NCc2ccco2)cc1 | 9% | 2% | 6% | -11% | -1% | -15% | 18% | -7 | -2%
CC(COC(=O)c1ccccc1)(COC(=O)c1ccccc1)/[N+]([O-])=C/c1ccccc1 | -21% | -4% | -2% | 7% | -8% | -5% | 8% | -1 | 4%
Clc1ccccc1-c1nnc2sc(-c3ccco3)nn12 | -1% | 2% | -7% | -2% | 1% | -2% | -14% | -5 | 1%
COc1cc(NC(=O)Cn2c(=O)n(Cc3ccccc3OC)c(=O)c3cccnc32)cc(OC)c1 | 36% | 0% | 16% | 3% | -4% | 1% | 36% | -11 | 5%
O=C(CN(C1CCCCC1)S(=O)(=O)c1ccc(Cl)cc1)N1CCOCC1 | 22% | -4% | -5% | 12% | -5% | -6% | -10% | -7 | 1%
O=S1(=O)NC(=NCC(c2ccco2)N2CCCCC2)c2ccccc21 (stereo unspecified) | 1% | 2% | -7% | 5% | -15% | -4% | u | 0 | 0%
O=C(CC1CCCC1)NCCS(=O)(=O)N1CCN(c2ccccc2)CC1 | x | -2% | x | -5% | 1% | 1% | x | -7 | 0%
COc1cccc(C2=CC(=O)CC(C)(C)C2)c1 | -39% | 0% | 1% | 0% | 6% | -9% | 0% | -2 | 0%
Cc1ccc(C(=O)Nc2ccc(C(=O)N3CCCCC3)cc2)o1 | 27% | -3% | -8% | -7% | -5% | -4% | 3% | -17 | -3%
O=C(N/N=C/c1cn(-c2ccccc2)nc1-c1cccnc1)c1cccnc1 | -19% | -1% | 1% | 0% | 3% | -24% | 6% | 0 | 0%
Cc1cc(C)n(-c2nc3cc(Cl)ccc3nc2Nc2ccc(CC(=O)O)cc2)n1 | -14% | -3% | 3% | -9% | 6% | u | 1% | 1 | 2%
COc1cc(NC(=O)c2cc(S(=O)(=O)N3CCC(C)CC3)cn2C)cc(OC)c1OC | 5% | 0% | 4%[57.1 µM] | -2% | -1% | -18% | 0%[57.1 µM] | 4 | -6%
O=C(c1cc(S(=O)(=O)N2CCN(c3ccccc3)CC2)ccc1Cl)N1CCCC(C(F)(F)F)C1 (stereo unspecified) | 11% | -1% | -5% | -3% | 0% | -9% | 5% | -13 | 0%
Fc1ccc(CSc2nnc(-c3cccnc3)o2)cc1 | -4% | 1% | 8% | 3% | -1% | -21% | 20% | 1 | -2%
O=C(NNC(=O)C1CCCN(c2ncccn2)C1)c1ccc(F)cc1 (stereo unspecified) | -5% | -4% | 11% | 1% | 4% | 1% | 25% | -1 | 0%
COc1ccc2c(c1)CCc1c(C(=O)N3CCCC3)noc1-2 | 16% | 0% | 1% | 16% | -5% | 5% | 35µM* | 0 | -4%
O=C(N[C@H]1CCC(=O)N([C@H](CSc2ccccc2)Cc2ccccc2)CC1)OCc1ccccc1 | -10% | 1%&-2% | 5%[57.1 µM] | 2% | -11% | -16% | 42%&28% | 2 | -1%&2%
COc1ccccc1CCNC(=O)C(=O)NCC(c1cccs1)S(=O)(=O)c1ccc(C)cc1 (stereo unspecified) | 3% | 1% | 6%[57.1 µM] | -5% | 2% | -3% | 10%[57.1 µM] | -1 | 0%
CCC(C)(C)n1nnnc1C(c1ccc(F)cc1)N1CCC(C(N)=O)CC1 (stereo unspecified) | -16% | -5% | -6%[57.1 µM] | 9% | 12% | -18% | 29%[57.1 µM] | 2 | -3%
Cc1sc2ncn(CC(=O)N3CCCCC3)c(=O)c2c1C | -7% | -1% | -3% | -5% | -6% | -3% | 12% | -2 | -10%
Cc1ccc2[nH]c(=O)c(CN(CCCO)C(C)c3nnnn3Cc3ccco3)cc2c1 (stereo unspecified) | -17% | -4% | 1% | 2% | 1% | -18% | -2% | -3 | 5%
CC(NC(=O)Cn1ccsc1=N)C12CC3CC(CC(C3)C1)C2 (stereo unspecified) | -43%[11.4 µM] | -9% | -13% | 5% | 1% | -17% | 16%[57.1 µM] | -1 | 1%
CCOc1ccccc1NS(=O)(=O)c1cc2[nH]c(=O)c(=O)[nH]c2cc1C | 8% | -3% | -8% | 17% | 4% | u | 1% | -12 | 0%
CCOc1ccc(CNC(=O)c2cc(=O)[nH]c3ccc(S(=O)(=O)N4CCCC4)cc23)cc1 | 44% | -4% | 4%[57.1 µM] | -3% | -1% | -3% | 21%[57.1 µM] | -6 | -2%
CC(C)Cn1nc(C(=O)NCc2ccccc2CN2CCCC2)c2ccccc2c1=O | 14% | -2% | -1% | 2% | 0% | -2% | 4% | -6 | 0%
O=S(=O)(c1ccc(Br)cc1)N1CCCN(Cc2ccccc2F)CC1 | 0% | -6% | -6% | 5% | -2% | -1% | -20% | 4 | 0%
N#Cc1cc(S(=O)(=O)N2CCOCC2)ccc1N1CCOCC1 | 14% | 0% | -2% | -9% | -3% | -3% | -12% | 1 | -8%
CC(OC(=O)C1COc2ccccc2O1)C(=O)c1ccccc1 (stereo unspecified) | x | -4% | x | 13% | 6% | -22% | x | 3 | 2%
Cc1ccc2nc3c(c(C(=O)OCC(=O)NC4CCS(=O)(=O)C4)c2c1)CCCC3 (stereo unspecified) | 10% | 0% | 26%[57.1 µM] | 4% | 11% | -16% | 6%[57.1 µM] | -9 | 1%
C=CCOc1ccc(CNn2cn[nH]c2=S)cc1OC | -16% | -2% | 10% | 2% | -1% | -6% | -26% | -5 | 2%
CC(=O)NC(C)C12CC3CC(CC(C(=O)O)(C3)C1)C2 (stereo unspecified) | 16% | -4% | 5%[57.1 µM] | 1% | -10% | 2% | 4%[57.1 µM] | -9 | 1%
Cc1ccc(C(C)C)cc1S(=O)(=O)Nc1ccncc1 | -23% | -3% | -2% | -7% | 0% | -8% | 14% | -1 | 6%
O=C(CSc1nc2cc([N+](=O)[O-])ccc2n1-c1ccccc1)NCc1ccc2c(c1)OCO2 | 4% | -1% | -13% | 2% | u | -18% | -14% | 3 | -1%
CN(CC(=O)Nc1ccccc1Cl)C(=O)C1CCN(C(=O)c2ccc(F)cc2)CC1 | 1% | -2% | 4% | 2% | -3% | -16% | 17% | -7 | -4%
COC(=O)c1ccccc1NC(=O)C1CC(=O)N(c2ccccc2)C1 (stereo unspecified) | 24% | -6% | 12% | 13% | -6% | -15% | 25% | -8 | -3%
Cc1ccnc(NC(=O)c2ccc(Cl)c([N+](=O)[O-])c2)c1 | 0% | 4% | 0%[57.1 µM] | 11% | -17% | -11% | 15%[57.1 µM] | -4 | 0%
Cc1c(Cl)cccc1-n1ncc(C(=O)Nc2ccc3c(c2)OCCO3)c1C1CCN(C(=O)OC(C)(C)C)CC1 | -11% | x | -6% | x | x | -23% | 22% | 0 | x
CC(=O)NS(=O)(=O)c1ccc(NC(=O)c2ccc(NC(=O)c3cccs3)cc2)cc1 | 2% | -2% | 2% | 3% | 4% | -12% | 24% | -10 | 5%
O=C(O)CC1(Cc2nc(-c3cccs3)no2)CCCC1 | 19% | 0% | 8% | 10% | 5% | -11% | 21% | -16 | 5%
O=C(Nc1ccc(N2CCOCC2)nc1)c1ccc(F)cc1 | -14% | 1% | -6% | 2% | -2% | -4% | 0% | -4 | 1%
Cc1cc(C)c2cc(C#N)c(N3CCCC3)nc2c1 | 1%[11.4 µM] | -1% | 27% | 4% | -11% | 11% | -8% | -6 | 3%
COCCNC(=O)CSc1nc(N)c(NC(=O)c2ccco2)c(=O)[nH]1 | x | -5% | x | 6% | -5% | -8% | x | -4 | -2%

Part of the list above in another layout:
smiles	RGS4 inhibitor	Glioma ERSR ind	TrxR1 substrate	mIDH1 inhibitor	Vif-APOBEC3F blk	USP1 inh	rTrxR1 inhibitor	LDHA inh	Vif-A3G inh
O=C(Nc1ccc(N2CCOCC2)nc1)c1ccc(F)cc1	-14%	1%	-6%	2%	-2%	-4%	0%	-4	1%
Cc1c(Cl)cccc1-n1ncc(C(=O)Nc2ccc3c(c2)OCCO3)c1C1CCN(C(=O)OC(C)(C)C)CC1	-11%	x	-6%	x	x	-23%	22%	0	x

Source: PubChem (National Center for Advancing Translational Sciences (NCATS))
